GALK inh = qHTS Assay for Inhibitors of Human Galactokinase (GALK). Potency, µM (highest dose often 57.5 µM), without a hit: top-dose activity change, negative = inhibition, most hits filed as inhibitors. P51570. 270,000 tested, 0.007% active. Purified GALK, Kinase-Glo residual ATP luminescence; also: potency is read from the fitted curve at half-maximal effect; % is scaled to controls: 0 for no effect and ±100 for the full control effect
Target sequence (P51570 whole entry, looked up): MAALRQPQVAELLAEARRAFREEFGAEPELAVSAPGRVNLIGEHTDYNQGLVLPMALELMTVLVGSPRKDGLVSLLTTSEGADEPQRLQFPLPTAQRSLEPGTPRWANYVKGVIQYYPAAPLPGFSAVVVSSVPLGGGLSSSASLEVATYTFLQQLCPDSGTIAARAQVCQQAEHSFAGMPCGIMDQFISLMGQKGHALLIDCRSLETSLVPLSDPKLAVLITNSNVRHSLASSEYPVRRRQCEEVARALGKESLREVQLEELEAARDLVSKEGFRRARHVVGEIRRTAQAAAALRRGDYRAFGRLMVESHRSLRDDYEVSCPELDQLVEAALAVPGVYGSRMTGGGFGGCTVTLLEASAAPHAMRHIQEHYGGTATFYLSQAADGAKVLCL
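5 nM enzyme, 35 uM ATP, 100 uM galactose, 20 mM HEPES pH8.0, 5 mM MgCl2; 1 h RT; residual ATP by Kinase-Glo Plus luminescence, qHTS format.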
FBPA coupling cs = qHTS Assay for Inhibitors of Fructose-1,6-bisphosphate Aldolase from Giardia Lamblia: Coupling assay counterscreen; coupling enzyme system counterscreen, AmpLite Red fluorescence; activity change, negative = inhibition, % at 58.2 µM, hits read low; 290,000 tested, 0.67% active; AID 2472, 2010; in the data active = activity change below about -30%; also: % is scaled to controls: 0 for no effect and ±100 for the full control effect
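Final compound at 57.5 uM, incubated 10 min at RT with coupling enzyme reagent (glyceraldehyde-3-phosphate), then 20 min with substrate and AmpLite Red detection. Fluorescence read at 525/598 nm; tests interference with the coupling assay, not aldolase inhibition.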
TCR activator = Activators of T cell receptors: qHTS campaign | primary human leukocytes, anti-CD3, IL-2 HTRF, 48 h | Potency, µM (doses to about 9.22 µM), for inactives: top-dose activation of IL-2 secretion, most hits filed as activators | 330,000 tested, under 10 active | AID 504894, 2011; also: % of control where 0% means no effect
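HTRF read-out of IL-2 secretion: europium cryptate donor excited at 320nm, d2 acceptor emission at 665nm. Cells were primary human leukocytes incubated 48 hr with compounds and a-CD3 beads, supplying TCR signal only.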
Giardia killer = Small Molecules that selectively kill Giardia lamblia: qHTS. Giardia lamblia trophozoite viability. activity change, % at 7.66 µM, hits read low. 340,000 tested, 0.15% active; in the data active = activity change below about -80%; inconclusive = between about -30% and that limit;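 also: parasites exposed to compound for two days anaerobically before the ATP read; % is scaled to controls: 0 for no effect and ±100 for the full control effect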
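Media and compound were dispensed first, then trophozoites at 100 cells/well; plates sat 48 hrs at 37 deg C without oxygen before ATP luminescence reagent was added and read after 15-30 min at room temperature.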
CXXC DNA block = qHTS Fluorescence Polarization Assay for Inhibitors of MLL CXXC domain - DNA interaction. Histone-lysine N-methyltransferase 2A (Homo sapiens), Q03164. Potency, µM (highest dose often 115 µM), for the others: at the top dose activity change, negative = inhibition, most hits filed as inhibitors. 290,000 tested, 0.037% active. MLL-CXXC / FITC-HOXA9 DNA fluorescence polarization; active = well fitted inhibition curve with a large enough effect in the polarisation, with a control signal flat, not every such curve was filed as active; inconclusive = small, poorly fitted or top-dose-only effect, or effect the other way, or a change in a side signal; inactive = no such curve, though single readings can be large or run the other way; the % refers to the polarisation; also: potency is read from the fitted curve at half-maximal effect
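Purified MLL-CXXC (added from a 7 uM solution) was preincubated 5 min at ambient with pinned compounds in 50 mM Tris-HCl pH 7.5, 50 mM NaCl, 1 mM DTT, 0.05% BSA. Fluorescein-labeled HOX-A9 DNA (50 nM solution) followed, 30 min, then polarization read.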
Tb PFK block = qHTS Assay to Find Inhibitors of T. brucei phosphofructokinase; T. brucei PFK, ADP-Glo luminescence; 330,000 tested, 0.17% active; Potency, µM (series often up to 57.5 µM), inactives show top-dose activity, negative = inhibition, most hits filed as inhibitors; ATP-dependent 6-phosphofructokinase (Trypanosoma brucei brucei), O15648;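 also: potency is read from the fitted curve at half-maximal effect; 0% = uninhibited 1x PFK enzyme wells and -100% = no-enzyme wells; nearly all actives have a fitted effect of over 60% in size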
Target sequence (O15648 whole entry, looked up): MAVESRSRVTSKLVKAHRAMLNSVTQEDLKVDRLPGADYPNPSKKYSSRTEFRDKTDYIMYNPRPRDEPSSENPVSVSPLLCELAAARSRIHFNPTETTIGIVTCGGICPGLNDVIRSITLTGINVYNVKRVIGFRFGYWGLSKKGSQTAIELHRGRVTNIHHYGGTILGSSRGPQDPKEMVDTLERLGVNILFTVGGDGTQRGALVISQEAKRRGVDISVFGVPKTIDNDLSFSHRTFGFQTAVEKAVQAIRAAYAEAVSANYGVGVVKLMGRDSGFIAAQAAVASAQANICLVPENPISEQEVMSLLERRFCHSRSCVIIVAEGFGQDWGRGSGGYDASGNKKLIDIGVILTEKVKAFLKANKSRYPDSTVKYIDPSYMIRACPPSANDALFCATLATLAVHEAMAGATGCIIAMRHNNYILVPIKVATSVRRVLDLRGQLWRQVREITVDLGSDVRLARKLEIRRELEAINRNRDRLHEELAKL
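Activity is normalized to no-enzyme wells (full inhibition) and 1.25 nM enzyme wells (no inhibition). Reaction: 0.5 mM F6P, 0.1 mM ATP, 45 min RT, ADP-Glo luminescence; concentration-response curves fitted and classed by quality.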
hERG WT inh = qHTS for Inhibitors of KCHN2 3.1: Wildtype qHTS. U2OS, BacMam KCNH2, thallium flux FluxOr; stronger effect = lower value. activity change, % at 1.84 µM. 340,000 tested, 0.37% active. AID 720551, 2013;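 active = maximum activity change below -70%; inconclusive = maximum activity change between -70% and -50%; inactive = maximum activity change above -50%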; also: % is scaled to controls: 0 for no effect and ±100 for the full control effect
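U2OS cells transduced with wild-type KCNH2 virus are loaded with FluxOr dye for 45 min, and thallium flux is measured in kinetic reads before and after stimulation buffer. Rate constants are normalized to DMSO controls.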
TSHR antagonist = Antagonists of the Thyroid Stimulating Hormone Receptor: HTS campaign; Thyrotropin receptor (Homo sapiens), P16473; TSHR-expressing cells, TSH-stimulated cAMP HTRF, 2 h; stronger effect = lower value; activity change, negative = inhibition, % at 11.5 µM; 330,000 tested, 0.2% active;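 active = activity change below a set negative limit, meaning inhibition stronger than a set level, cut at about -70% in these data; inconclusive = activity change between two set negative limits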; also: % is scaled to controls: 0 for no effect and ±100 for the full control effect
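Freshly harvested TSHR cells receive pin-tooled compound, then EC80 TSH at 4nM final. After 2 hours at 37 deg C, antibody in lysis buffer and cAMP-d2 are added; 30 minutes at ambient temperature precede the HTRF read.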
BCR signal inh = qHTS Assay to Find Inhibitors of Chronic Active B-Cell Receptor Signaling | ABC-DLBCL IkBa-CBG/CBR reporter, luminescence ratio, 4 h | Potency, µM (doses to about 46.1 µM), without a hit: at the top dose ratio change, negative = lower green/red ratio, hits mostly inhibitors | 340,000 tested, 0.05% active; active = well fitted inhibition curve with a large enough effect in the signal ratio, with a control signal flat, not every such curve was filed as active; inconclusive = small, poorly fitted or top-dose-only effect, or effect the other way, or a change in a side signal; the % refers to the signal ratio;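 also: potency is read from the fitted curve at half-maximal effect; plate controls were basal doxycycline-induced cells for no effect and cells given 10 µM MG132 for full effect; MG132 reads +100%, hits lower the ratio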
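TMD8 ABC-DLBCL cells carrying doxycycline-inducible green luciferase fused to IkappaBalpha plus unfused red luciferase were exposed to compounds (up to 46 uM) for 4 hrs at 37C. Activity came from the overlap-corrected green/red luminescence ratio.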
A-T KAP1 phos = qHTS Assay for Identifying a Potential Treatment of Ataxia-Telangiectasia; Potency, µM (titrated, usually from 57.5 µM), for the others: at the highest dose activation, most hits filed as activators; 320,000 tested, 0.19% active; […] A-T fibroblasts, KAP-1 phosphorylation AlphaLISA; neocarzinostatin DNA damage 30 min before lysis; also: potency is read from the fitted curve at half-maximal effect; % of control where 0% means no effect; nearly all actives have a fitted effect of over 45% in size
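hTERT-immortalized A-T patient fibroblasts ([…]), 500 cells/well in OPTI-MEM, 1% FBS, got compounds for 60 min, then NCS for 30 min at 37C. Lysates were then assayed for phospho-KAP-1 by AlphaLISA (anti-pKAP1 donor, anti-KAP1 acceptor beads), 6 hr at 25C.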
Starred values were filed as active, the others as inactive; i = inactive; ? = inconclusive; . = no result given; [ ] = remark or other dose. Unless noted, calls follow the shape of the dose curve; as a rule, active = well fitted curve in the direction sought with a large enough effect; inconclusive = small, poorly fitted or top-dose-only effect, or another doubt; inactive = no such curve, though single readings can be large; an effect the other way counts as inactive or inconclusive. An unsorted share of the library; about 1.6% have a hit in one of these screens.

Each structure is followed by: GALK inh	FBPA coupling cs	TCR activator	Giardia killer	CXXC DNA block	Tb PFK block	hERG WT inh	TSHR antagonist	BCR signal inh	A-T KAP1 phos
> CN(C)c1cc(-c2ccc(Cl)cc2Cl)oc(=O)c1Cl
    6%	4	-1%	-7	-3%	-11%	-1	6	13%	-1%
> Cc1cc(NC(=O)c2ccccc2)no1
    -2%	1	4%	1	8%	-8%	5	-1	?	-2%
> CCOC(=O)C1(Cc2cccc(OC)c2)CCCN(Cc2cc(C(C)C)n[nH]2)C1 (stereo not given)
    2%	-6	9%	-15	2%	1%	6	20	?	11%
> CC(/C=C1\SC(=S)N(NC(=O)c2ccncc2)C1=O)=C\c1ccccc1
    -15%	5	-3%	-4	3%	-1%	-3	-15	-5%	30%
> Nc1nc(/C=C/c2cccnc2)nc(-c2ccccc2O)n1
    -3%	5	-2%	2	-1%	-1%	5	-9	?	-5%
> C=CCSc1nnc(-c2nnc(SCC=C)n2-c2ccccc2)n1-c1ccccc1
    -3%	0	4%	-4	1%	2%	-3	17	?	-4%
> COc1ccc2nc(/C=N/NC(=O)CCNC(=O)OC(C)(C)C)ccc2c1
    .	0	-1%	2	2%	2%	-7	-1	-9%	-8%
> CCCC[C@]12Cc3cc(C#N)ccc3C(O1)c1c(c3cc(F)ccc3oc1=O)O2
    .	1	.	.	3%[23 µM]	1%[11.5 µM]	.	.	22%[9.22 µM]	0%[11.5 µM]
> O=C(N[C@@H]1C/C=C\C[C@@H](CC(=O)N(CCO)Cc2ccccc2)C(=O)NC[C@H](c2ccccc2)OC1=O)OCC1c2ccccc2-c2ccccc21
    .	.	-2%	0	.	0%	0	-35	?	11%
> CC(=O)N1C(Nc2ccc(Cl)cc2)CCN1c1ccccc1 (stereo not given)
    0%	-2	-5%	6	8%	-7%	-7	1	9%	-8%
> O=C(NNC(=O)C1CC1)c1ccc(F)cc1F
    .	.	-9%[46.1 µM]	-17	.	-20%	-1	49	-7%	3%
> COc1ccc(CNC(=O)c2cc3ccccc3oc2=O)cc1
    .	0	-8%	18	5%	-5%	2	-5	4%	-3%
> COC(=O)c1ccc(/C=C2/SC(=S)N(CCC(=O)N3CCOCC3)C2=O)cc1
    -1%	1	1%	13	-8%	-1%	-5	-8	4%	4%
> COc1cccc(/C=N/NC(=O)CNC(=O)C2COc3ccccc3O2)c1O (stereo not given)
    .	0	-1%[46.1 µM]	1	16%	1%	-6	7	6%	-2%
> O=c1cnnc(N/N=C/C2CC=CCC2)[nH]1 (stereo not given)
    -1%	0	.	21	?	-1%	-32	6	?	-6%
> COc1ccc2c(c1)c1ncn(Cc3ccco3)c(=O)c1n2C
    -1%	-2	2%	3	-2%	-4%	-5	42	-7%	6%
> CCN(CC)CC(C)OC(=O)c1ccccc1Cl (stereo not given)
    -2%	2	10%	-9	2%	-3%	-4	4	2%	3%
> Cc1cc(C)c2oc(C(=O)Nc3ccc(S(=O)(=O)N4CCC(C)CC4)cc3)cc(=O)c2c1
    3%	0	-6%[46.1 µM]	-8	1%	4%	.	-5	0%	0%
> Cc1cc(C)cc(COc2ccc3c(C)c(CC(=O)O)c(=O)oc3c2C)c1
    2%	7	-1%	-5	-1%	2%	4	-16	10%	-19%
> CSC(=S)NCc1cccnc1
    0%	0	0%	24	5%	2%	i	2	?	-1%
> Cc1ccc(Cn2c(=N)n(CC(=O)c3ccccc3)c3ccccc32)cc1
    4%	-4	-8%	-8	27%	0%	4	3	2%	31%
> CCCc1cc(C(F)(F)F)c(C#N)c(=O)[nH]1
    0%	1	4%	-16	-16%	4%	-15	-5	?	5%
> Cc1cc(-n2cnnn2)cc(C)c1S(=O)(=O)N(C)c1ccccc1
    0%	-5	3%	0	4%	1%	1	-6	5%	0%
> COc1ccc([C@H]2CC(=O)C=C(c3ccc(Cl)cc3C)C2)cc1
    .	.	-1%	?	.	-3%	-4	-1	-9%	26%
> CCn1c(SC(C)C(=O)N2CCOCC2)nc2sc(C)c(C)c2c1=O (stereo not given)
    .	.	-2%	-8	.	-2%	-10	11	5%	-6%
> CC1(C)Cc2c(sc3c2c(=N)n(Cc2ccco2)c(=O)n3Cc2ccccc2)CO1
    0%	-2	3%	12	17%	5%	4	0	?	6%
> O=C(Nc1ccc(S(=O)(=O)NC2=NCCCCC2)cc1)c1ccco1
    0%	3	1%	-3	-9%	-4%	9	-15	6%	0%
> Cc1ccc2nc3n(c(=O)c2c1)-c1ccc(Cl)cc1C(=O)NC3Cc1ccccc1 (stereo not given)
    .	.	.	.	.	-26%	.	14	?	7%
> Oc1ccc(C23CC4CC(CC(C4)C2)C3)cc1O
    .	-8	7%	-15	-7%	-18%	1	-2	-6%	0%
> CC(=O)N1CCN(Cc2nc3cc(Cl)ccc3c(=O)[nH]2)CC1
    14%	1	0%	-6	0%	-5%	5	13	7%	-2%
> Cc1cccc(NC(=O)C2CCCN2S(=O)(=O)c2cccc3cccnc23)c1 (stereo not given)
    2%	-3	.	.	5%	4%	.	19	?	13%
> O=c1c(-c2ccccc2)coc2c(CN3CCCC3)c(O)ccc12
    0%	-3	-2%	7	-16%	0%	-6	1	-1%	1%
> CC(=O)NC(Cc1ccc(F)c(F)c1)C(=O)NC1CCN(C(=O)c2ccc(Cl)cc2)CC1 (stereo not given)
    1%	1	10%	1	-2%	14%	4	8	0%	6%
> COc1ccc(C(=O)Nc2cc(-c3ccccc3)nn2-c2ccccc2F)cc1
    .	.	10%	1	.	2%	16	18	-3%	8%
> NNC(=O)c1ccc2[nH]c3c(c2c1)CCCC3
    9%	-1	-6%	-17	20%	0%	15	-7	?	-4%
> COc1ccc(-n2nnnc2CNC(=O)C2CC(=O)N(c3ccc(Cl)cc3)C2)cc1 (stereo not given)
    .	.	2%	-7	.	4%	12	9	5%	-10%
> Nc1[nH]c(N=NC(=O)c2ccccc2O)c2ccccc12
    0%	-8	-3%[46.1 µM]	-1	3%	-3%	7	-9	?	-5%
> O=C(c1n[nH]c(=O)c2ccccc12)N1CCN(c2ccccc2)CC1
    -1%	1	-9%	-1	-2%	2%	-11	36	6%	5%
> CC(=O)c1ccc(NC(=O)CCNS(=O)(=O)c2cc(Br)cnc2N)cc1
    2%	.	-4%	-9	2%	2%	-1	6	-6%	6%
> Cc1oc2ccc(OS(C)(=O)=O)cc2c1C(=O)OC(C)C
    0%	1	0%	12	-2%	0%	-11	-11	-3%	-3%
> O=C(Nc1nccs1)C1CCCN1S(=O)(=O)c1ccc(F)cc1 (stereo not given)
    -1%	2	-3%	4	-3%	-13%	-4	5	0%	1%
> Cc1ccn2cc(CNS(=O)(=O)c3ccc4ccccc4c3)nc2c1
    -3%	.	10%	-13	30%	1%	-14	-1	0%	10%
> O=C(Nc1ccc(Cl)cc1)C1CCCN(c2cnccn2)C1 (stereo not given)
    1%	.	6%	-8	4%	-2%	8	9	?	0%
> Cc1ccc(CSCC(N)C(=O)O)cc1 (stereo not given)
    2%	0	-9%[46.1 µM]	.	i	-7%	.	-11	4%	7%
> Cc1cc(C)c2oc(C(=O)N(Cc3ccccc3)c3ccccn3)cc(=O)c2c1
    1%	-4	4%	-9	-6%	0%	1	4	3%	1%
> Cc1ccc(Cn2ncc3c(N4CCCC4)ncnc32)cc1
    0%	4	2%	6	-7%	-3%	-10	-3	-2%	0%
> CC(=O)c1ccc(Nc2cc(C)nc3ccccc23)cc1
    -1%	0	8%	9	29%	3%	-1	-3	?	3%
> CCCCn1c(SCC(=O)NCc2ccco2)nnc1-c1ccoc1C
    2%	0	6%	-8	-3%	3%	3	2	-1%	-3%
> Cc1nc(Nc2ccccc2F)c2nnn(Cc3ccccc3Cl)c2n1
    -4%	2	-11%	-11	-3%	2%	-7	22	-6%	6%
> CCOC(=O)N1CCN(Cc2nnc(-c3ccccc3C)o2)CC1
    2%	4	-4%	-12	3%	4%	-7	27	-7%	20µM*
> Cc1ccccc1Nc1nc2ccccc2s1
    0%	-2	-3%[46.1 µM]	-12	-3%	3%	-6	-6	?	4%
> Nc1nc(NCc2ccco2)nc(N2CCOCC2)c1[N+](=O)[O-]
    -1%	3	-3%	9	-6%	-4%	-2	0	-4%	-27%

Compound activity as filed in PubChem BioAssay.
